High-throughput results: PubChem BioAssay, several laboratories
SKKanGAS inh: blocks kanamycin growth of S. pyogenes SKKanGAS strain; actives 1.3% (n = 300,000); inhibition, % at 7.5 µM; BacTiter-Glo, 6 h;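 active = mean replicate score, as percent of positive control median, at least 50; inconclusive = mean below 50 but one replicate at or above 50; inactive = mean and every replicate below 50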;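 note: strain carries kanamycin resistance gene driven by streptokinase promoter and grows in 40 µg/ml kanamycin; loss of luminescence reflects streptokinase promoter inhibition or plain growth inhibition; 0% = median of DMSO wells and 100% = positive control at its reference dose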
TMEM16A inh: blocks the mouse calcium-activated chloride channel TMEM16A | Q8BHY3 | HEK293 TMEM16A/YFP iodide influx fluorescence, ionomycin | actives 1.2% (n = 310,000) | AID 588511 | normalized B-score (activity score, 25-100; higher = stronger inhibition) at 10 µM;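 active = ratio plate-corrected score three or more library SD toward inhibition, starting fluorescence score within five deviations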;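 note: score derived from kinetic fluorescence span divided by baseline fluorescence per well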
Target sequence (Q8BHY3 whole entry, looked up): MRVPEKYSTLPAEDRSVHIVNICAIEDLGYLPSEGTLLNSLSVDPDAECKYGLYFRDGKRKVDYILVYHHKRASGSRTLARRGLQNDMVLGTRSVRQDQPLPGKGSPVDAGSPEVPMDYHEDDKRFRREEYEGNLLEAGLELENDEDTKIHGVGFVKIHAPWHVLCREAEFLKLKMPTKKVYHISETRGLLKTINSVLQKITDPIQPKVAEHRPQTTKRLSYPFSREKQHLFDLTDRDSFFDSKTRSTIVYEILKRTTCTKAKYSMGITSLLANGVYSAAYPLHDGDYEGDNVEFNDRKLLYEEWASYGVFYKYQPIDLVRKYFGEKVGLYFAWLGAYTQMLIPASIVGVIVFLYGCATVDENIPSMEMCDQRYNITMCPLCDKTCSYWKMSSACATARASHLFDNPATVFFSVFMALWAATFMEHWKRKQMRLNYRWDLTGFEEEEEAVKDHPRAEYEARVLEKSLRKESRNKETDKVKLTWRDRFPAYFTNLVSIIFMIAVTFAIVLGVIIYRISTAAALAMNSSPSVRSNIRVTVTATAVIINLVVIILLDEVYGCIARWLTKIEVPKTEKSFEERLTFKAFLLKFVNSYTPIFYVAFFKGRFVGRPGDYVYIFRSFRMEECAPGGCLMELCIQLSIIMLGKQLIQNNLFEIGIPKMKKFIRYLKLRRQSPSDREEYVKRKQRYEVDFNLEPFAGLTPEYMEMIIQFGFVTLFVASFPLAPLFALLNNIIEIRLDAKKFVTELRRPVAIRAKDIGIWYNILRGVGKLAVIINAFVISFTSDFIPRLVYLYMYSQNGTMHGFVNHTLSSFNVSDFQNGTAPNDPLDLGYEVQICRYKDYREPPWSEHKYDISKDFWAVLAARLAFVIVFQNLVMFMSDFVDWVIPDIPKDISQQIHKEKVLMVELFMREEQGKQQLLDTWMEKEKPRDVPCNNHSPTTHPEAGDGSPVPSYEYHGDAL
RGS4 pot: potentiators or activators of RGS4; HEK293 M3R/inducible RGS4, carbachol calcium flux Fluo4; stronger effect = lower value; B-score at 10 µM; actives 0.92% (n = 310,000);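 active = B-score of the integrated calcium signal more than 4 SD below the library mean, with starting fluorescence not abnormally high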;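 note: negative B-score means reduced calcium response which marks RGS4 activation or potentiation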
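Assay system: HEK293 FlpIn-TREx cells, stable M3R, doxycycline-inducible RGS4 / Probe or stimulus: carbachol, ECmax concentration / Times: overnight RGS4 induction, 30 min dye load 37 °C, 20 min compound RT / Signal: kinetic calcium fluorescence imaging with Fluo4-AM dye, 2 µM / Measure: Agonist-evoked peak-minus-minimum fluorescence over baseline, integrated ratio, B score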
RGS4 inh: human RGS4 inhibition; P49798; HEK293 M3R/RGS4 inducible, Fluo-4 calcium flux; stronger effect = higher value; triggered by carbachol at its EC20; B-score at 10 µM; actives 0.45% (n = 310,000);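 active = B-score, a plate-corrected calcium signal, over three deviations above library mean, with baseline fluorescence within five deviations of library mean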;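 note: RGS4 expression induced by doxycycline in cells with stable M3 receptor; B-score is computed from the integrated fluorescence ratio over baseline after carbachol; higher B-score means a larger calcium signal and so more RGS4 inhibition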
ANO1 activ: activates or potentiates the mouse TMEM16A chloride channel; B-score at 10 µM; HEK293 TMEM16A/YFP-H148Q/I152L, iodide quench fluorescence; stronger effect = lower value; AID 623877; Q8BHY3; actives 0.3% (n = 340,000);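 active = fluorescence-ratio B-score plate-corrected deviation score at least 3 library SD below zero, with starting fluorescence score within 5 deviations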;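 note: channel opened by trigger with iodide after compound preincubation; score built on the fluorescence ratio of max minus min over baseline; more negative score means more quench and so TMEM16A activation or potentiation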
MrgX1 antagonist: human MrgX1 receptor antagonism, primary screen; Q96LB2; actives 1.3% (n = 310,000); B-score at 10 µM; MRGX1-HEK293 calcium flux, Fluo-4, BAM8-22 antagonism; stronger effect = lower value;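 active = calcium-response B-score plate-corrected more than 3 library SD below zero, starting fluorescence within 5 deviations, no agonist response on first addition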;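 note: peak minus trough fluorescence over baseline after final BAM8-22 challenge near maximal dose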
MrgX1 agonist: agonists of human MrgX1 receptor; B-score at 10 µM; actives 0.44% (n = 310,000); MrgX1-HEK293 cells, Fluo-4 calcium fluorescence, agonist mode; stronger effect = higher value;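 active = calcium response B-score plate-corrected fluorescence ratio at least 3 library SD, with starting fluorescence B-score inside 5 SD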
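System – MrgX1-expressing HEK293 cells · Incubation – cells plated overnight, dye loaded 0.5 h 37 °C, 0.5 h room temperature · Technique – kinetic Fluo-4 NW fluorescence of intracellular calcium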
HDAC3 inhib: inhibitors of human histone deacetylase 3. O15379. recombinant HDAC3, fluorogenic peptide/trypsin coupled, fluorescence. inhibition, % at 8.3 µM. actives 0.15% (n = 320,000); in the data active = inhibition above about 26%, passing the limit was not always enough; inconclusive = no clear call, values can overlap the other calls
MrgX1 PAM: allosterically activates human MrgX1 receptor signaling; Q96LB2; MrgX1-HEK293, Fluo-4 calcium flux, FDSS; stronger effect = higher value; B-score at 10 µM; actives 0.63% (n = 310,000); AID 588675;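 active = plate-corrected calcium response at least 3 library SD above typical, normal starting fluorescence, not activating the receptor alone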;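 note: compound read alongside a low EC10 to EC30 dose of BAM8-22 agonist; peak minus trough fluorescence over baseline measured at the second addition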
TRPC6 act: activates the mouse TRPC6 cation channel; Q61143; HEK293-TRPC6 membrane potential dye fluorescence; stronger effect = higher value; B-score at 10 µM; actives 0.13% (n = 310,000); AID 2550;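 active = B-score of the integrated fluorescence ratio above library mean plus 3 SD, and starting fluorescence ratio within library mean plus 5 SD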;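 note: higher score means more depolarization so channel activation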
TRPC6 inh: inhibitors of mouse TRPC6 channel. actives 1.1% (n = 310,000). HEK293-TRPC6, membrane potential dye, ACh-evoked depolarization; stronger effect = lower value. Q61143. B-score at 10 µM. AID 2553;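 active = B-score under library mean minus 3 SD, initial fluorescence not abnormally high, positive integrated signal ratio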;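 note: B-score derived from integrated fluorescence ratio over the kinetic read; more negative B-score means stronger inhibition of depolarization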
An asterisk follows results filed as active; i = inactive; ? = inconclusive; · = no result given.

SMILES	SKKanGAS inh	TMEM16A inh	RGS4 pot	RGS4 inh	ANO1 activ	MrgX1 antagonist	MrgX1 agonist	HDAC3 inhib	MrgX1 PAM	TRPC6 act	TRPC6 inh
Cc1ccc(S(=O)(=O)N(CC(=O)N2CCCCC2)c2cccc(C)c2)cc1	-6.0	i	i	i	i	i	i	-2.9	i	i	i
C#CCn1cnc2c(oc3ccccc32)c1=O	-3.0	i	i	i	i	i	i	-0.4	i	i	-5.03*
COc1ccc(C(=O)Nc2c3c(nn2C(C)(C)C)CS(=O)(=O)C3)cc1OC	-3.3	i	i	i	i	i	i	3.4	i	i	i
Cc1ccc(CNC(=O)C2CCN(S(=O)(=O)c3cccs3)CC2)cc1	1.2	i	i	i	i	i	i	2.8	i	i	i
COc1cc2cccc(OC)c(=O)c2c(O)c1OC	-0.3	i	i	i	i	i	i	4.7	i	i	i
Cc1ccc(N2C(=O)CC(NNc3nc4ccccc4s3)C2=O)cc1C (stereo unspecified)	23.9	i	i	i	i	i	i	0.7	i	i	i
COc1ccc(NC(=O)CCn2nc(C)cc2C)cc1	1.9	i	·	·	i	i	i	-0.6	i	·	·
O=C(CN1CCN(c2ccc([N+](=O)[O-])cc2)CC1)Nc1nccs1	8.9	i	i	i	i	i	i	·	i	i	i
COc1ccccc1Nc1ncccc1C(=O)O	1.6	i	i	i	i	-8.53*	i	?	i	i	i
Cc1cc(C)c(C)c(S(=O)(=O)N2CCN(C(=S)NCC3CCCO3)CC2)c1C (stereo unspecified)	9.0	i	i	i	i	i	i	4.6	i	i	i
Cc1ccc(NC(=S)NC(=O)c2ccc(-c3ccccc3)cc2)c(C)c1	14.6	i	i	i	i	i	i	1.7	i	i	i
Cc1ccc(-c2c3c([nH]c(=S)c2C#N)CCCC3)o1	5.0	i	i	i	i	i	i	-11.5	i	i	i
O=C(COc1ccc(F)cc1)Nc1nccs1	-0.1	i	i	i	i	i	i	-1.2	i	i	i
O=C(O)c1ccc(N/C(=N\S(=O)(=O)c2ccc(Cl)cc2)c2ccccc2)cc1	10.6	i	i	i	i	i	i	-11.4	i	i	i
Cc1nc2ncnn2c(N2CCN(C(=O)c3cccc(F)c3)CC2)c1C	-6.0	i	i	i	i	i	i	13.9	i	i	i
CSc1ccccc1NC(=O)CNCCCN1CCOCC1	-10.0	i	i	i	i	i	i	0.4	i	i	i
COc1ccc(S(=O)(=O)N2CCC(C(=O)N[C@H](C(=O)N3CCCC3)C(C)C)CC2)cc1	-8.4	i	i	i	i	i	i	-0.1	i	i	i
CCn1c(SCc2nc(-c3ccc(OC)c(OC)c3)no2)nnc1-c1cccs1	-4.4	i	i	i	i	i	i	-0.6	i	i	i
CCN(CCCCN1C(=O)c2ccccc2C1=O)c1ccc2c(c1)C(=O)N(C)C2=O	3.1	i	i	i	i	i	i	0.7	i	i	i
CCCC12CN3CC(C)(CN(C1)C3c1ccc([N+](=O)[O-])o1)C2=O (stereo unspecified)	0.3	i	i	i	i	i	i	-3.3	i	i	i
CCc1ccc(OCc2nnc(SCCN3CCOCC3)n2C)cc1	-1.2	i	i	i	i	i	i	-5.7	i	i	i
COCCNC(=O)C1(C(F)(F)F)CC(CCCO)CCCO1 (stereo unspecified)	-0.7	i	i	i	i	i	i	-11.9	i	i	i
Cn1cc(Br)c(-c2cccc(N3C(=O)CCCC3=O)c2)n1	-2.7	i	i	i	i	i	i	-1.0	i	i	i
CCOC(=O)C1(CCc2ccccc2)CCN(Cc2cccc3nccnc23)CC1	-3.0	i	i	i	i	i	i	0.1	i	i	i
CO/N=C(/CN1CCCCC1)c1ccc(Cl)cc1	5.4	i	i	i	i	i	i	-6.6	i	i	i
CCSc1nnc(CNc2ccc(C)cc2)n1C	3.0	i	i	i	i	i	i	4.6	i	i	i
O=C1c2ccc(Br)cc2C(=O)N1c1ccc(Cl)cn1	0.8	i	i	i	i	i	i	2.0	i	i	i
COc1ccc(CN2C(=O)NC3(CCCc4ccccc43)C2=O)cc1F (stereo unspecified)	2.5	i	i	i	i	i	i	2.0	i	i	i
COc1ccc(C(=O)NCCn2ccc3ccccc32)cc1OC	-1.1	i	i	i	i	i	i	·	i	i	i
COCCN(C(=O)CCC(=O)Nc1cc(C)on1)C(C(=O)NC1CCCC1)c1ccccc1C (stereo unspecified)	-3.0	i	i	i	i	i	i	-8.6	i	i	i
Cc1ccsc1C(=O)Nc1cccc(S(=O)(=O)N(C)C)c1	-5.5	i	i	i	i	i	i	7.5	i	i	i
CCCN1C2CCCC1CC(NC(=O)c1ccccc1Br)C2 (stereo unspecified)	1.0	i	i	i	i	i	i	8.5	i	i	i
O=C(NCc1nc(-c2ccc(C(F)(F)F)cc2)no1)Nc1ccc(OC(F)(F)F)cc1	23.5	i	i	i	i	i	i	18.2	i	i	i
O=C(O)c1ccc(-c2nnc(-c3ccc([N+](=O)[O-])cc3)o2)cc1	8.8	i	i	i	i	i	i	2.9	i	i	i
CCOC(=O)CC1C(=O)NCCN1c1nc2c(C)cccn2c(=O)c1/C=C1\SC(=S)N(C(C)CC)C1=O (stereo unspecified)	25.9	i	i	i	·	i	i	·	i	26.7*	i
CC(C)N1C[C@@]23C=C[C@@H](O2)C(C(=O)OCc2ccccc2)[C@H]3C1=O (stereo partly specified)	-4.9	i	i	i	i	i	i	-7.0	i	i	i
Cc1ccc(C)c(S(=O)(=O)n2cnc3ccccc32)c1	-11.3	i	i	i	i	i	i	-1.3	i	i	i
O=C(/C=C/c1ccco1)N1CCN(C/C=C/c2ccccc2)CC1	4.0	i	i	i	i	i	i	3.7	i	i	i
O=S(=O)(O)c1nc2ccccc2[nH]1	-14.3	i	i	i	i	i	i	-0.8	i	i	i
O=C(NCc1ccccn1)Nc1ccc(F)cc1F	0.0	i	i	i	i	i	i	-0.6	i	i	i
C/C(CC(=O)Nc1ccc2c(c1)OCO2)=N\NC(=O)c1ccc(N)cc1	5.9	i	i	i	i	i	i	13.8	i	i	i
COc1ccc(CCNC(=O)c2cc(-c3ccncc3)nc3c(Cl)cccc23)cc1OC	4.5	i	i	i	i	i	i	7.2	i	i	i
Cc1cc(-c2nnc3n2N=C(C(C)(C)C)CS3)n[nH]1	·	i	·	·	i	i	i	3.6	i	·	·
Cc1nc(C)c(C)nc1C	-3.7	i	i	i	·	i	i	-6.6	i	i	i
C=CCSc1nnc(-c2ccc([N+](=O)[O-])cc2)o1	7.2	i	i	i	i	i	i	-4.5	i	i	i
COc1ccc(C(=O)Nc2ccccc2C(=O)NC(C(=O)NCc2ccco2)C(C)C)cc1 (stereo unspecified)	3.0	i	i	i	i	i	i	-12.9	i	i	i
OCCOc1ccc(CN2CCCC(N3CCN(c4ccc(F)cc4)CC3)C2)cc1 (stereo unspecified)	2.8	i	i	i	i	i	i	-0.8	i	i	i
CCOC(=O)c1[nH]c2ccc(OC)cc2c1NS(=O)(=O)c1ccc(Cl)s1	1.0	i	i	i	i	i	i	4.3	i	i	i
COc1ccc(CN(C)C(=O)c2cnc(OC)cc2C(F)(F)F)c(OC)c1	-0.1	i	i	i	i	i	i	7.9	i	i	i
Cc1ccc(CNC(=O)c2sc3nc4c(c(C(F)(F)F)c3c2N)CCC4)cc1	4.4	i	i	i	i	i	i	-3.5	i	i	i
Cc1ccc(C(=O)NCCc2csc(-c3cccnc3)n2)cc1	-5.3	i	i	i	i	i	i	-0.6	i	i	i
CCCN(CC(=O)Nc1ccc(C(N)=O)cc1)CC(=O)Nc1ccc(F)c(F)c1F	5.3	i	i	i	i	i	i	0.3	i	i	i
COc1cc(CNCc2ccccn2)ccc1OCc1c(Cl)cccc1Cl	-8.9	i	i	i	i	i	i	3.4	i	i	i
COC(=O)C1=C(C(=O)c2ccc(C)cc2)C(c2ccc(O)c(OC)c2)n2nnnc2N1 (stereo unspecified)	1.8	i	i	i	i	i	i	5.6	i	i	i
COCCNc1cc(C)nc2ccccc12	0.4	i	i	i	i	i	i	9.1	i	i	i
CC(=O)Nc1ccc(SCC(=O)c2cc(C)n(-c3ccccc3)c2C)cc1	-1.6	i	i	i	i	i	i	-8.6	i	i	i
O=c1c(CN2CCN(c3cccc(Cl)c3)CC2)coc2c(Cl)cc(Cl)cc12	-8.4	i	i	i	i	i	i	1.0	i	i	i
CCN(CC)CCN1C(=O)C(=O)/C(=C(/O)c2ccc(C)cc2)C1c1ccncc1 (stereo unspecified)	-5.8	·	i	i	·	·	·	·	·	i	i
COc1ccc([N+](=O)[O-])cc1NC(=O)CC(c1ccccc1)c1ccccc1	8.6	i	i	i	i	i	i	-6.5	i	i	i
C=CCNC(=O)/C(=C/c1cccc([N+](=O)[O-])c1)NC(=O)c1ccccc1	·	i	i	i	i	i	i	-0.1	i	i	i

(cont.)
SMILES	SKKanGAS inh	TMEM16A inh	RGS4 pot	RGS4 inh	ANO1 activ	MrgX1 antagonist	MrgX1 agonist	HDAC3 inhib	MrgX1 PAM	TRPC6 act	TRPC6 inh
C#CCOCCOCCOCCNc1nc(N2CCN(C(=O)[C@H](C)n3cc(CCCN=C(N)N)nn3)CC2)nc(N2CCN(C(=O)[C@H](Cc3ccc(O)cc3)n3cc(CCO)nn3)CC2)n1	-2.7	i	i	i	·	i	i	3.5	i	i	i
Cc1[nH]c(=O)[nH]c(=O)c1S(=O)(=O)Nc1ccc(Cl)c([N+](=O)[O-])c1	-0.6	i	i	i	i	i	i	-2.7	i	i	i
COc1cccc(C2/C(=C(/O)c3ccc4c(c3)CC(C)O4)C(=O)C(=O)N2CCCn2ccnc2)c1 (stereo unspecified)	-1.6	i	i	i	i	i	i	-4.8	i	i	i
Cc1ccc(NC(=O)c2cc(S(=O)(=O)N3CCCCC3)c[nH]2)cc1C	2.3	i	i	i	i	i	i	-1.3	i	i	i
CCCCc1c(O)nc(SCC(=O)NCC2CCCO2)[nH]c1=O (stereo unspecified)	2.2	i	i	i	i	i	i	5.7	i	i	i
Cc1ccccc1Cn1c([N+](=O)[O-])cnc1C	-11.7	i	i	i	i	i	i	4.2	i	i	i
